Tb PFK inh: blocks T. brucei phosphofructokinase. Potency, µM (highest dose often 57.5 µM), for inactives: at the top dose activity, negative = inhibition, usual class: inhibitors. AID 485367. T. brucei PFK, ADP-Glo luminescence. 0.17% of 330,000 active;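 also: potency is read from the fitted curve at half-maximal effect; 0% = uninhibited 1x PFK enzyme wells and -100% = no-enzyme wells; nearly all actives have a fitted effect of over 60% in size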
Target sequence (O15648 whole entry, looked up): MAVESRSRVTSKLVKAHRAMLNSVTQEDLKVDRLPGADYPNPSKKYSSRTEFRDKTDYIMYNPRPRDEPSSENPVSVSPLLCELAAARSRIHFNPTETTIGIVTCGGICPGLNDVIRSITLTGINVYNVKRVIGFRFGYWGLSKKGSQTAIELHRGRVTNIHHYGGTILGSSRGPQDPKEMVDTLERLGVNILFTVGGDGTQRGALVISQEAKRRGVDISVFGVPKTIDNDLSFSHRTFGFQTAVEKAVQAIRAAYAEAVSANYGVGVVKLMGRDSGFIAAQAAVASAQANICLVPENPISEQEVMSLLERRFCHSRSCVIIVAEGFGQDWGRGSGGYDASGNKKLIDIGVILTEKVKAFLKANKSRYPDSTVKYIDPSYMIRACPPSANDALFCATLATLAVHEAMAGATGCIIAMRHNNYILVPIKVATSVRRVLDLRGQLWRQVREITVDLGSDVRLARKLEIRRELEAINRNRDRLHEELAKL
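1.25 nM PFK with 0.5 mM F6P and 0.1 mM ATP in 0.1 M TEA pH 8.0, 5 mM MgCl2, incubated 45 min at room temperature; ADP measured by ADP-Glo luminescence; compounds titrated up to 57 uM.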
B2AR arrestin: agonists driving beta-arrestin recruitment to human beta2-adrenergic receptor | P07550 | beta-arrestin recruitment to beta2AR, cell-based reporter | Potency, µM (top dose mostly 46.1 µM), for the others: at the top dose activation, usual class: activators | 0.02% of 330,000 active | AID 492947;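 also: potency is read from the fitted curve at half-maximal effect; 0% = DMSO controls and full agonism = EC100 isoproterenol or metaproterenol; nearly all actives have a fitted effect of over 65% in size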
PTAP TSG101 blk: blocks PTAP/TSG101 interaction to inhibit HIV-1 budding; Q99816; Fluorescence polarization, FITC-PTAP peptide / Tsg101 binding; Potency, µM (titrated, usually from 115 µM), without a hit: at the highest dose activity change, negative = inhibition, usual class: inhibitors; 340,000 tested, under 10 active; AID 493005; active = well fitted inhibition curve with a large enough effect in the main read-out, with a control signal flat, not every such curve was filed as active; inconclusive = small, poorly fitted or top-dose-only effect, or effect the other way, or a change in a side signal; inactive = no such curve, though single readings can be large or run the other way; also: potency is read from the fitted curve at half-maximal effect; % of control where 0% means no effect
Target sequence (Q99816 whole entry, looked up): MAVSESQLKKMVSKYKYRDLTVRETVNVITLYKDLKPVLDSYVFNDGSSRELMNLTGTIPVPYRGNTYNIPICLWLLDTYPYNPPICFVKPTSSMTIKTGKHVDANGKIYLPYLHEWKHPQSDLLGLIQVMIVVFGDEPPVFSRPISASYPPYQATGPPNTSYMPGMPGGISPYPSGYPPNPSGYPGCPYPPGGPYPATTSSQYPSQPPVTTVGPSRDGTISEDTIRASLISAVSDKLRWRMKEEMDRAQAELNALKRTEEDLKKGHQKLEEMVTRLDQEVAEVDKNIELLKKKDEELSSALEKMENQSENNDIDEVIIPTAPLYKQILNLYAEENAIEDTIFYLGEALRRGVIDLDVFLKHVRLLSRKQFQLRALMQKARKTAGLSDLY
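Steps: Tsg101 binding domain dispensed (10 uM final), compounds pinned in DMSO, FITC-labeled PTAP-motif peptide added (50 nM final); after 20 min binding at room temperature, polarization measured.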
PKM2 act: increases activity of human pyruvate kinase M2; P14618; purified PKM2, Kinase-Glo ATP luminescence, activation; response scale: 0% is enzyme alone, no compound; Potency, µM (series often up to 57.5 µM), inactives show top-dose activation, usual class: activators; 0.34% of 260,000 active; AID 1631; also: potency is read from the fitted curve at half-maximal effect; % is scaled to controls: 0 for no effect and ±100 for the full control effect; nearly all actives have a fitted effect of over 55% in size
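ATP formation by purified human PK-M2, quantified via coupled luciferase luminescence after 1 h at room temperature with 0.1 mM ADP and 0.5 mM PEP final.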
FBPA coupling cs: inhibits coupling enzyme system, counter-screen for aldolase hits; activity change, negative = inhibition, % at 58.2 µM, hits read low; 0.67% of 290,000 active; coupling enzyme system counterscreen, AmpLite Red fluorescence; AID 2472; in the data active = activity change below about -30%; also: % is scaled to controls: 0 for no effect and ±100 for the full control effect
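Fluorescence at 525 nm excitation and 598 nm emission measured inhibition of the coupled detection system without aldolase. Compounds (at 57.5 uM final) were preincubated 10 min at room temperature with coupling enzyme reagent before a 20 min substrate/AmpLite Red step.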
BCR signal inh: inhibitors of chronic active B-cell receptor signaling; ABC-DLBCL IkBa-CBG/CBR reporter, luminescence ratio, 4 h; Potency, µM (highest dose often 46.1 µM), for the others: top-dose ratio change, negative = lower green/red ratio, hits mostly inhibitors; 0.05% of 340,000 active; active = well fitted inhibition curve with a large enough effect in the signal ratio, with a control signal flat, not every such curve was filed as active; inconclusive = small, poorly fitted or top-dose-only effect, or effect the other way, or a change in a side signal; the % refers to the signal ratio;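 also: potency is read from the fitted curve at half-maximal effect; plate controls were basal doxycycline-induced cells for no effect and cells given 10 µM MG132 for full effect; MG132 reads +100%, hits lower the ratio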
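Cell line TMD8 (human ABC DLBCL), stably expressing tet-inducible CBG68-IkBa fusion and CBR; IMDM/0.5% FBS; cpd up to 46 uM; dox induction, 4 h, 37C/5% CO2; dual luminescence; green/red ratio; MG132 control.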
Giardia killer: Giardia lamblia killing. AID 540267. 0.15% of 340,000 active. activity change, % at 7.66 µM, hits read low. Giardia lamblia trophozoite viability; in the data active = activity change below about -80%; inconclusive = between about -30% and that limit;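 also: parasites exposed to compound for two days anaerobically before the ATP read; % is scaled to controls: 0 for no effect and ±100 for the full control effect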
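Viability, read as ATP luminescence: trophozoites at 100 cells/well, compound added, 48 hrs anaerobic at 37 deg C, then 15-30 min room-temperature development before reading.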
Menin MLL FP TR: inhibitors of human menin-MLL interaction, mutant MLL peptide. O00255. Menin + Texas Red MLL mutant peptide, fluorescence polarization. Potency, µM (doses to about 61.6 µM), for inactives: at the top dose FP activity change, negative = inhibition, most hits filed as inhibitors. 0.23% of 270,000 active. AID 1768; active = well fitted inhibition curve with a large enough effect in the polarisation, with a control signal flat, not every such curve was filed as active; inconclusive = small, poorly fitted or top-dose-only effect, or effect the other way, or a change in a side signal; inactive = no such curve, though single readings can be large or run the other way; the % refers to the polarisation; also: potency is read from the fitted curve at half-maximal effect; % of control where 0% means no effect; many of its hits are not listed in these tables
GALK inhibitor: galactokinase (human) inhibition | P51570 | Purified GALK, Kinase-Glo residual ATP luminescence | Potency, µM (titrated, usually from 57.5 µM), without a hit: at the highest dose activity change, negative = inhibition, actives largely listed as inhibitors | 0.007% of 270,000 active | AID 1868; also: potency is read from the fitted curve at half-maximal effect; % is scaled to controls: 0 for no effect and ±100 for the full control effect
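ATP-depletion format; final 35 uM ATP, 100 uM D-galactose, 5 nM enzyme; pH 8.0 HEPES/Mg2+ buffer; 60 min RT; luminescence read 10 min after detection reagent.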
S-ASM inh: inhibitors of human secretory acid sphingomyelinase | Potency, µM (highest dose often 57.5 µM), for the others: top-dose activity change, negative = inhibition, hits mostly inhibitors | 0.006% of 340,000 active | AID 504937 | placental ASM, HMU-PC fluorogenic substrate, 60 min; also: potency is read from the fitted curve at half-maximal effect
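Human placenta-derived ASM preincubated with compound 10 min at room temperature, then reacted with 9 uM (final) fluorogenic HMU-PC substrate for 60 min at 37 C. Stop solution raises pH to 10; fluorescence read at Ex 386/Em 447 nm.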
Integrin act MD: activators of alpha7 integrin expression for muscular dystrophy. alpha7betagal myoblasts, beta-gal FDG fluorescence, 48 h. Potency, µM (doses to about 38.3 µM), for inactives: at the top dose activation, actives largely listed as activators. 0.064% of 350,000 active;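 also: potency is read from the fitted curve at half-maximal effect; 100% = response of the positive control SU9516; nearly all actives have a fitted effect of over 60% in size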
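Alpha7betagal+/- myoblasts (passage 13) were plated 16-24 hr, then exposed to compounds (1:260 dilution of DMSO stock) for 48 hours at 37C. After MPER lysis, β-galactosidase reporter activity was read as FDG fluorescence (ex 480/em 540) after 30 minutes.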
* = called active by the depositor; [ ] = remark or other dose. Unless noted, calls follow the shape of the dose curve; as a rule, active = well fitted curve in the direction sought with a large enough effect; inconclusive = small, poorly fitted or top-dose-only effect, or another doubt; inactive = no such curve, though single readings can be large; an effect the other way counts as inactive or inconclusive.

How did CC1CCC(C(C)C)C(OC(=O)Cn2c(-c3ccc(F)cc3)[n+](C)c3ccccc32)C1 (centres undefined) do in these assays?
Tb PFK inh: 6%; B2AR arrestin: -0.2%; PTAP TSG101 blk: -2%; PKM2 act: -8%; FBPA coupling cs: -1; BCR signal inh: inconclusive; Giardia killer: -1; Menin MLL FP TR: inconclusive; GALK inhibitor: 2%; Integrin act MD: -57%[inhibitor]

What do the screens show for `Cn1ccnc1SCC(=O)Nc1cccc(S(=O)(=O)N2CCCCC2)c1`?
Tb PFK inh: 0%; B2AR arrestin: 0.0%; PTAP TSG101 blk: -4%; PKM2 act: 4%; FBPA coupling cs: 0; BCR signal inh: -3%; Giardia killer: -6; Menin MLL FP TR: -3%; GALK inhibitor: 7%; S-ASM inh: 3%; Integrin act MD: -4%

What do the screens show for `CCCc1nnc(NC(=O)CCC(=O)N2CCC(C)CC2)s1`?
Tb PFK inh: 1%; B2AR arrestin: 0.2%; PTAP TSG101 blk: 0%; BCR signal inh: -17%; Giardia killer: -8; GALK inhibitor: -4%; S-ASM inh: 3%; Integrin act MD: 9%

What do the screens show for `Cc1csc(NC(=O)c2cc3c(s2)-c2ccccc2OC3)n1`?
Tb PFK inh: -24%; B2AR arrestin: -0.9%; PTAP TSG101 blk: -1%; PKM2 act: -20%; FBPA coupling cs: 0; BCR signal inh: inconclusive; Giardia killer: -10; Menin MLL FP TR: inconclusive; GALK inhibitor: 1%; S-ASM inh: 402%[activator]; Integrin act MD: 0%

How did CC1=C(C(N)=O)C(c2ccc3c(c2)OCO3)n2nc(-c3cccc(C)c3)nc2N1 (centres undefined) do in these assays?
Tb PFK inh: 0%; B2AR arrestin: 0.5%; PTAP TSG101 blk: -12%; PKM2 act: 3%; FBPA coupling cs: -6; BCR signal inh: 1%; Giardia killer: 17; Menin MLL FP TR: 21%; GALK inhibitor: -2%; S-ASM inh: -3%; Integrin act MD: 19%

Results for CCOC(=O)CSc1nnc([C@H](Cc2ccccc2)NC(=O)OC(C)(C)C)o1 ?
Tb PFK inh: 0%; B2AR arrestin: -0.3%; PTAP TSG101 blk: 0%; PKM2 act: 7%; FBPA coupling cs: -1; BCR signal inh: 5%; Giardia killer: -2; Menin MLL FP TR: -10%; GALK inhibitor: 3%; S-ASM inh: 2%; Integrin act MD: 18%

Results for Cc1ccc2c(CC(=O)N3CCOCC3)coc2c1 ?
Tb PFK inh: 1%; B2AR arrestin: 0.0%; PTAP TSG101 blk: -2%; PKM2 act: -4%; FBPA coupling cs: 1; BCR signal inh: -5%; Giardia killer: 34[activator]; Menin MLL FP TR: -10%; GALK inhibitor: 0%; S-ASM inh: -2%; Integrin act MD: 26%

How did COc1cc(OC)cc(C(C)=O)c1 do in these assays?
Tb PFK inh: -4%; B2AR arrestin: -0.1%; PTAP TSG101 blk: -6%; PKM2 act: 3%; FBPA coupling cs: 1; BCR signal inh: 3%; Giardia killer: -16; Menin MLL FP TR: 25%; GALK inhibitor: -2%; S-ASM inh: 3%; Integrin act MD: -1%

What do the screens show for `COC(=O)[C@@]12CCCN1[C@H](c1ccc(-c3ccc(C(C)=O)cc3)c(OC)c1)[C@H]1C(=O)N(C)C(=O)[C@H]12`?
Tb PFK inh: -1%; B2AR arrestin: 2.7%; PTAP TSG101 blk: 1%; BCR signal inh: -12%; Giardia killer: -28; S-ASM inh: -4%; Integrin act MD: -4%

What do the screens show for `COc1ccc(-n2c(=O)c3ccccc3n(CC(=O)c3ccccc3)c2=O)cc1OC`?
Tb PFK inh: -1%; B2AR arrestin: 0.1%; PTAP TSG101 blk: -7%; PKM2 act: 3%; FBPA coupling cs: 0; BCR signal inh: inconclusive; Giardia killer: 9; Menin MLL FP TR: -8%; GALK inhibitor: 0%; S-ASM inh: -2%; Integrin act MD: 8%

What do the screens show for `CCCN(Cc1cc2cccc(C)c2[nH]c1=O)S(C)(=O)=O`?
Tb PFK inh: 3%; B2AR arrestin: -0.3%; PTAP TSG101 blk: 0%; PKM2 act: 0%; FBPA coupling cs: 3; BCR signal inh: -15%; Giardia killer: 1; Menin MLL FP TR: 5%; GALK inhibitor: -2%; S-ASM inh: 4%; Integrin act MD: -24%

What do the screens show for `CCN(CC)Cc1c(C(=O)N/N=C/c2cccc3ccccc23)nnn1-c1nonc1N`?
Tb PFK inh: 20%; B2AR arrestin: -0.8%; PTAP TSG101 blk: -2%; FBPA coupling cs: -3; BCR signal inh: inconclusive; Giardia killer: 8; Menin MLL FP TR: 75%[activator]; GALK inhibitor: -1%; S-ASM inh: -16%; Integrin act MD: -4%

How did CCN(CC(=O)NC1CCS(=O)(=O)C1)S(=O)(=O)c1ccc(Br)cc1 (centres undefined) do in these assays?
Tb PFK inh: -1%; B2AR arrestin: -0.4%; PTAP TSG101 blk: -8%; BCR signal inh: 4%; Giardia killer: 22; S-ASM inh: 0%; Integrin act MD: 17%

Results for O=C(Nc1cccc2ccccc12)NC1CCCCC1O (centres undefined) ?
Tb PFK inh: -8%; B2AR arrestin: -0.1%; PTAP TSG101 blk: 0%; BCR signal inh: inconclusive; Giardia killer: -27; S-ASM inh: -5%; Integrin act MD: 9%

What do the screens show for `Nc1cnccc1C(=O)O`?
Tb PFK inh: 5%; B2AR arrestin: -0.2%; PTAP TSG101 blk: inconclusive; PKM2 act: -3%; FBPA coupling cs: -51*; BCR signal inh: 2%; Giardia killer: 2; Menin MLL FP TR: inconclusive; GALK inhibitor: 2%; S-ASM inh: 28%; Integrin act MD: 15%

What do the screens show for `Cn1cc(CNC(=O)c2cc(-c3ccc(Br)cc3)nc3ccccc23)cn1`?
Tb PFK inh: 7%; B2AR arrestin: -0.2%; PTAP TSG101 blk: -1%; PKM2 act: 3%; FBPA coupling cs: 1; BCR signal inh: 1%; Giardia killer: -5; Menin MLL FP TR: -1%; GALK inhibitor: -1%; S-ASM inh: -1%; Integrin act MD: 7%

Results for COc1ccccc1NC(=O)NNC(=O)c1ccc2ccccc2c1O ?
Tb PFK inh: -4%; B2AR arrestin: 0.5%; PTAP TSG101 blk: -4%; PKM2 act: 9%; FBPA coupling cs: 4; BCR signal inh: -3%; Giardia killer: 5; Menin MLL FP TR: inconclusive; GALK inhibitor: -6%; S-ASM inh: 163%[activator]; Integrin act MD: 22%

Results for CCCn1cnc2cc(NCc3ccccc3O)ccc21 ?
Tb PFK inh: 1%; B2AR arrestin: 0.4%; PTAP TSG101 blk: -2%; FBPA coupling cs: 0; BCR signal inh: inconclusive; Giardia killer: -19; Menin MLL FP TR: 10%; S-ASM inh: 1%; Integrin act MD: inconclusive

How did COc1cc(NS(=O)(=O)c2ccc(NC(=O)c3ccc(S(=O)(=O)N4CCCCC4)cc3)cc2)ncn1 do in these assays?
Tb PFK inh: -6%; B2AR arrestin: 0.1%; PTAP TSG101 blk: -3%; PKM2 act: -4%; FBPA coupling cs: 9; BCR signal inh: 4%; Giardia killer: -2; Menin MLL FP TR: inconclusive; GALK inhibitor: -2%; S-ASM inh: -4%; Integrin act MD: 1%

How did O=C(c1ccc(CS(=O)c2cccc(Cl)c2)o1)N1CCCCCC1 (centres undefined) do in these assays?
Tb PFK inh: 0%; B2AR arrestin: -0.7%; PTAP TSG101 blk: -8%; BCR signal inh: 1%; Giardia killer: 13; GALK inhibitor: 3%; S-ASM inh: 0%; Integrin act MD: -8%

What do the screens show for `Cc1cc(C)n(CCCNC(=O)c2ccc(C)o2)n1`?
Tb PFK inh: 0%; B2AR arrestin: 0.2%; PTAP TSG101 blk: -6%; BCR signal inh: 1%; Giardia killer: -18; S-ASM inh: 3%; Integrin act MD: -17%

Results for CN(Cc1ccccc1Br)C(=O)CSc1nnnn1C1CC1 ?
Tb PFK inh: 2%; B2AR arrestin: -0.2%; PTAP TSG101 blk: -3%; BCR signal inh: 5%; Giardia killer: 4; S-ASM inh: 0%; Integrin act MD: -10%

These rows are one share of the data (hit frequency here may not be typical).
